Screening data as filed in PubChem BioAssay.
b-catenin transl: modulators of beta-catenin nuclear translocation; HeLa beta-catenin nuclear translocation, immunofluorescence imaging; nuclear translocation activity, % at 5 µM; actives 0.3% (n = 190,000); AID 1665;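 active means nuclear translocation activity above 50% at 5 µM, with a well cell count of 50 or more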;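 further: per-cell ratio of nuclear to cytoplasmic median beta-catenin stain intensity; plate controls were DMSO negative control for no effect and GSK-3 inhibitor IX positive control for full effect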
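Test system: human HeLa cells, native beta-catenin. Compound dosing: 5 µM primary single dose, 0.1% DMSO, 0.02–20 µM confirmation series. Incubation: compound exposure 24 h at 37°C. Detection: beta-catenin immunostaining with DAPI counterstain, 20x imaging, 6 fields/well. Read-out basis: Nuclear/cytoplasmic beta-catenin signal ratio, % activation.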
Hep lipid drop: modulators of hepatic lipid droplet formation; AID 1656; inhibition, % at 6.5 µM; AML12 mouse hepatocytes, oleate lipid droplets, BODIPY imaging; actives 0.4% (n = 240,000);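 active means lipid droplet intensity inhibited by at least 50%, with more than 500 cells counted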
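Material: mouse AML12 hepatocyte cell line, fixed after treatment; Timing: compound with oleate, overnight; Technique: high-content imaging of BODIPY-stained droplets and DAPI nuclei; Probe or stimulus: oleate, 100 µM final; Dosing: compound at 6.5 µM only.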
WT yeast gro inh: growth inhibition of WT yeast, mitochondrial fusion screen | actives 2.1% (n = 190,000) | inhibition, % at 10 µM | AID 1362 | mitochondrial fusion phenotypic screen, WT strain; in the data active means inhibition above about 58%; tested in S. cerevisiae
Autophagy mod: alters autophagy in cells; AID 463193; actives 0.98% (n = 190,000); calls only at 10 µM (by protocol); MEF GFP-LC3 puncta imaging; test concentration mostly 10 µM;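 active means percentage of spot-positive cells more than 3 SD above its plate mean, without a fluorescence outlier flag or 80% toxicity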;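 further: spot-positive cell cutoff set from DMSO-treated cells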
MT stabilize HCS: microtubule stabilizers in HeLa cells; HeLa tubulin immunostaining HCS, 24 h; share of cells brighter than vehicle mean+2SD; % tubulin-high responders, % at 10 µM; actives 0.83% (n = 200,000); AID 2205;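 active means plate Z-score above 3 for both tubulin-high and condensed-nucleus cell shares, with cell loss under 80%, at 10 µM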;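 further: anti alpha tubulin signal scored within the nucleus-defined area of each cell; some results filed as inactive read as strong as hits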
XIAP antagonists: small molecules displacing peptide from XIAP – biochemical, IAP family, fluorescence polarization (AID 1018); XIAP BIR domain, fluorescence polarization peptide displacement; higher % means a stronger effect; actives 0.007% (n = 200,000); displacement, % at 20 µM; hits with a dose series show IC50 in µM; in the data active means displacement above about 50%; further: a part of the inactive calls stands beside numbers as strong as those of hits
Dynein transport: blocks dynein driven cargo transport along microtubules. actives 0.47% (n = 220,000). z-score, hits read low. AID 1381. 3617.4 mouse cells, GR-EGFP nuclear translocation imaging; test concentration mostly 20 µM; stimulated with dexamethasone, 1 µM; hits give low values;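 active means plate z-score of nuclear minus cytoplasmic receptor signal below a set negative limit, without overly bright fluorescence or cell loss, cut at about -3.5 in these data, passing the limit was not always enough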;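 further: z-score of nuclear minus cytoplasmic ring GR-EGFP intensity difference per well; some compounds called inactive have numbers as strong as hits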
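Buffer or medium: tetracycline-free induction medium containing charcoal-stripped FBS / Reagent: dexamethasone agonist, 1.0 µM final, for 30 min / Technique: automated 10x imaging of fixed Hoechst-stained cells / Times: induction 48 h, compound 1 h, agonist 30 min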
CSM14.1 death rescue: rescue of cells from ER stress-induced death, primary screen, 384-well, CSM14.1, thapsigargin, ATP luminescence (AID 1222); CSM14.1 thapsigargin-induced death rescue, ATP luminescence; higher % means a stronger effect; one-dose cellular ATP content (survival), % at 20 µM; EC50 in µM for titrated hits; 190,000 tested, under 10 active;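 active means EC50 below 50 µM in the dose-response confirmation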;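 further: death triggered by thapsigargin at about 15 µM added after 2 h compound pretreatment; cell ATP read after overnight thapsigargin exposure of roughly 18 to 22 hours; normalized against plate controls of thapsigargin alone and 5% DMSO vehicle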
Ins promoter up: MIN6 insulin promoter up-regulation. AID 1625. MIN6 insulin promoter-GFP reporter, high-content imaging; hits give high values. z-score at 5 µM. actives 0.3% (n = 190,000);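 active means z-score above 3 at 5 µM with at least 500 cells counted in the well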
WT yeast gro inh mutant strain: further read-out of WT yeast gro inh, marked with its call; inhibition, %; mitochondrial fusion phenotypic screen, mutant strain inhibition
Dynein transport cytoplasmic EGFP: second read-out of Dynein transport, no call of its own (marks repeat the call); z-score; measured here: cytoplasmic GR-EGFP intensity; hits give high values
Dynein transport nuclear GR-EGFP: second read-out of Dynein transport, no call of its own (marks repeat the call); z-score; measured here: nuclear GR-EGFP intensity;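 lower value marks the stronger effect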
Dynein transport cell count: also measured in Dynein transport; calls as there; z-score; measured here: cell count per field
Ins promoter up cell count: further read-out of Ins promoter up, marked with its call; cell count; measured here: cytotoxicity, nuclei count;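 total cells summed across four imaged fields per well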
Hep lipid drop cells 6.5 µM: second read-out of Hep lipid drop, no call of its own (marks repeat the call); cell count; measured here: cell count, cytotoxicity flag;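 cells counted across two imaged fields per well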
b-catenin transl cell count 5 µM: further read-out of b-catenin transl, marked with its call; cell count; measured here: cell count, cytotoxicity flag
MT stabilize HCS Hoechst-high %: second read-out of MT stabilize HCS, no call of its own (marks repeat the call); % Hoechst-high responders; measured here: nuclear condensation Hoechst responders;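 share of cells brighter than vehicle mean plus two SD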
MT stabilize HCS cytotoxicity %: further read-out of MT stabilize HCS, marked with its call; toxicity, %; measured here: cytotoxicity by cell density;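 0% = mean cell density of plate MIN control wells and 100% = no cells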
Autophagy mod cell loss 18 h: also measured in Autophagy mod; calls as there; toxicity, %; measured here: cell loss, nuclei count;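 cell loss after 18 h compound exposure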
An asterisk follows results filed as active; i = inactive; . = no result given.

SMILES	b-catenin transl	b-catenin transl cell count 5 µM	Hep lipid drop	Hep lipid drop cells 6.5 µM	WT yeast gro inh	WT yeast gro inh mutant strain	Autophagy mod	Autophagy mod cell loss 18 h	MT stabilize HCS	MT stabilize HCS Hoechst-high %	MT stabilize HCS cytotoxicity %	XIAP antagonists	Dynein transport	Dynein transport cytoplasmic EGFP	Dynein transport nuclear GR-EGFP	Dynein transport cell count	CSM14.1 death rescue	Ins promoter up	Ins promoter up cell count
CCc1cc(C)c(O)c(CC)n1	.	.	13	794	-13	-1	i	-4	2.0	1.8	7.2	-3.4%	-0.77	-0.22	-0.27	0.45	-0.2%	-0.49	913
CC(C)=NOC(=O)c1c(C)noc1-c1snnc1C	-0.6	1361	4	700	.	.	.	.	.	.	.	.	-0.13	-0.29	0.41	0.039	.	0.71	993
Cc1ccc(NC(=O)CN2C(=O)NC3(CCc4ccccc43)C2=O)cc1Cl (stereo not drawn)	0.8	1179	5	737	17	13	i	-6	3.0	1.1	5.7	-13%	0.24	-0.13	0.88	-0.18	-3.2%	-0.12	748
Cc1ccc(C(C)C)c(OC/C(O)=C(\C#N)c2nc3ccccc3[nH]2)c1	-1.3	1352	6	723	.	.	.	.	.	.	.	.	0.27	-0.27	0.65	-0.3	.	0.03	974
O=C(CSc1nnc(-c2ccccn2)n1Cc1ccccc1)N1CCCC1	-1.4	1112	6	664	-18	-9	i	1	3.1	1.1	27	-6.4%	-0.58	-0.18	-0.38	-0.097	-2.8%	-0.38	1731
O=c1[nH]c2cc3c(cc2cc1CN(CCc1ccccc1)Cc1nnnn1C1CCCC1)OCCO3	-3.7	853	.	.	0	3	i	17	2.7	2.1	4.6	-3.3%	0.072	-0.34	-0.4	0.18	2.4%	0.26	1166
CCOC(=O)c1ccc(N/C(=N/S(=O)(=O)c2ccccc2)c2ccccc2)cc1	-0.7	927	-4	632	11	-13	i	6	2.8	3.3	11	-3.2%	0.99	-0.26	0.49	-0.81	2.3%	-0.17	1267
COC(=O)c1cc[n+](CC(=O)c2ccccc2)cc1	-4.3	1189	7	760	4	7	i	0	2.8	2.7	7.5	-4.1%	-0.42	-0.23	-0.24	0.88	2.6%	.	.
CN1OC(COC(=O)c2ccc(Cl)cc2Cl)CC1c1ccccc1 (stereo not drawn)	-0.2	1361	.	.	12	5	i	2	2.8	0.9	7.2	1.6%	0.28	-0.22	-0.13	0.46	-0.1%	-1.3	1663
COc1ccc(CN(C)C(=O)COC(=O)c2c(-c3ccccc3Cl)noc2C)cc1	-0.5	1096	-24	649	13	6	i	3	2.5	2.5	8.8	-1.0%	2.3	-0.28	0.98	-2.1	.	-0.06	1233
O=C(Cc1ccccc1)N1CCN=C1SCc1cccc([N+](=O)[O-])c1	3.5	1033	-10	699	-7	11	i	12	2.6	1.7	3.7	-1.1%	-1.4	-0.067	-0.59	0.018	.	-2	1288
O=C(Nc1cnn(Cc2ccc(Cl)cc2)c1)c1cccs1	1.4	1331	-2	729	.	.	.	.	.	.	.	.	2.4	-0.76	0.92	-1.4	.	0.78	950
COc1ccc(C(=O)Nc2ccccc2N2CCCCC2)cc1[N+](=O)[O-]	-0.5	974	-22	654	30	43	i	17	3.7	2.0	5.0	-7.8%	-1.6	-0.33	-0.93	3.1	-1.3%	-0.63	1375
C=CCNC(=S)NCC=C	-0.2	1396	-10	668	.	.	.	.	.	.	.	.	-0.79	-0.15	0.19	-0.27	.	0	915
NS(=O)(=O)c1ccc(NC(=O)C(Sc2ccccc2)c2ccccc2)cc1 (stereo not drawn)	-0.8	1141	4	674	-43	-14	i	-10	3.0	2.3	7.4	-3.3%	0.39	-0.26	0.11	-0.19	2.7%	-0.79	1508
CC(C)n1c(SCC(=O)c2ccc3c(c2)OCCO3)nc2c1c(=O)n(C)c(=O)n2C	-3.3	784	.	.	.	.	.	.	.	.	.	-2.9%	.	.	.	.	2.2%	0.71	1372
CCNS(=O)(=O)c1ccc(-c2ccc(-n3cnnn3)cc2)cc1	-1.2	1122	-2	719	-5	-7	i	1	1.9	1.9	0.7	-1.7%	2	-0.16	1.6	-1.7	-7.2%	-0.18	1282
CC(=O)c1ccc(-c2ccc(Cn3c(C)nc4cc(N)c(C)nc43)cc2)cc1	0.1	1514	-1	739	-4	-24	i	-4	1.8	1.9	9.0	-3.9%	-1.3	-0.026	-0.91	0.55	3.7%	0.28	1518
O=C(CSc1nnc(SCc2ccccc2)s1)N/N=C/c1c(Cl)cccc1Cl	-2.5	523	-5	647	-10	-25	i	19	2.2	3.3	4.7	-11%	-0.32	-0.29	-0.51	0.59	-3.9%	0.73	1381
COCCNC(=S)N1CCN(c2nc3ccccc3s2)CC1	1.1	1533	1	650	13	-2	i	-6	1.3	2.3	3.6	2.1%	1.2	-0.22	0.45	-0.37	1.5%	.	.
COC(=O)c1cc(OC)c(OC)cc1NC(=O)Cc1ccccc1[N+](=O)[O-]	-0.5	1407	.	.	-8	13	i	0	0.9	1.6	6.4	-9.7%	-0.28	-0.2	-0.25	0.55	1.8%	0.47	1605
CC1(C)Cc2ccccc2-c2nc3n(c(=O)c21)CCS3	0.3	1577	8	695	-12	4	i	3	2.8	2.7	8.9	-2.8%	-1.1	-0.29	-0.53	1.1	-0.5%	-0.04	1689
CCOC(=O)CNC(=O)CSc1nc(-c2ccccc2)ns1	-2.3	1088	-6	676	6	-3	i	13	3.3	2.2	12	-1.3%	0.3	-0.19	-0.095	0.9	0.8%	0.39	1606
CN(C)CCCNS(=O)(=O)c1ccc(Oc2ncc(C(F)(F)F)cc2Cl)cc1	0.0	1019	-5	661	0	0	i	4	1.5	1.5	2.3	-7.0%	0.2	-0.17	-0.19	-0.26	0.9%	1.5	1758
O=C(CSC(=S)N1CCN(c2ccccc2)CC1)Nc1nc(-c2ccccc2)c(-c2ccccc2)o1	-1.3	990	-2	641	-14	-17	i	13	2.1	2.9	1.0	0.3%	0.11	-0.19	0.54	-0.082	1.2%	-0.04	1194
Later entries:
SMILES	b-catenin transl	b-catenin transl cell count 5 µM	Hep lipid drop	Hep lipid drop cells 6.5 µM	WT yeast gro inh	WT yeast gro inh mutant strain	Autophagy mod	Autophagy mod cell loss 18 h	MT stabilize HCS	MT stabilize HCS Hoechst-high %	MT stabilize HCS cytotoxicity %	XIAP antagonists	Dynein transport	Dynein transport cytoplasmic EGFP	Dynein transport nuclear GR-EGFP	Dynein transport cell count	CSM14.1 death rescue	Ins promoter up	Ins promoter up cell count
Cc1oc(-c2ccccc2F)nc1CN1CCC(C(=O)NC2CCCc3ccccc32)CC1 (stereo not drawn)	-1.8	990	.	.	-3	10	i	43	1.8	3.1	15	-6.4%	0.061	-0.35	-0.1	-0.11	-0.5%	-0.76	1016
CCN(CC)S(=O)(=O)c1ccc(-c2csc(C)n2)s1	-2.7	1181	4	707	.	.	.	.	.	.	.	.	-0.13	-0.25	-0.099	0.16	.	0.14	1366
COc1ccc2[nH]c3c(=O)n(Cc4ccc(C(=O)N5CCCCCC5)cc4)c(=S)[nH]c3c2c1	-3.5	1067	7	674	-8	-7	i	28	1.8	1.2	3.5	-7.2%	1.2	-0.33	1.2	-0.065	5.0%	-0.08	1429
Cc1cc2nc(SCCN3CCOCC3)[nH]c2cc1C	-1.6	1160	43	708	-6	-10	i	-7	3.2	2.0	4.0	-5.1%	-0.47	-0.086	-0.85	2.4	-0.8%	-0.25	1205
O=C(NC12CC3CC(CC(C3)C1)C2)c1ccc(-c2cccc(Cl)c2)o1	-0.1	1245	-12	654	66*	29*	i	11	1.3	2.5	14	-2.1%	0.28	-0.22	0.29	0.053	-2.8%	-0.53	1439
CCCCNC(=O)C1(NC(=O)Nc2ccccc2)CCCCC1	-0.7	1010	0	787	16	11	i	8	5.0	1.7	5.1	-7.1%	-1.1	-0.29	-0.36	0.26	0.9%	0.18	1556
O=C(/C=C/C(=O)N1CCc2ccccc2C1)N1CCc2ccccc2C1	0.5	1285	13	832	.	.	.	.	.	.	.	.	-0.56	-0.21	0.13	0.039	.	-0.27	1024
CC(=O)NC[C@H]1CN(c2ccc(N3CCOCC3)c(F)c2)C(=O)O1	-8.4	1048	17	753	48	41	.	.	.	.	.	2.0%	.	.	.	.	-1.8%	-2.5	1175
CCn1c(SCC(=O)c2cc(OC)ccc2OC)nnc1C(C)C	0.7	775	.	.	-24	-3	i	9	6.5	4.1	7.7	-4.6%	-2.3	-0.11	-0.77	0.65	0.2%	1.2	992
CN(C)C(=O)CSc1nnc(CCNC(=O)OC(C)(C)C)o1	-1.6	653	.	.	11	19	i	-1	3.4	1.7	3.6	-5.4%	1.4	-0.31	0.73	-0.68	-0.2%	0.32	1094
O=C(c1[nH]ncc1-c1cccc(Br)c1)C1CO1 (stereo not drawn)	1.3	1149	12	714	.	.	.	.	.	.	.	.	0.72	-0.17	0.27	-1.1	.	-0.09	965
Cc1ccc(-c2nnc(N(C)C(=O)C3CCCO3)s2)cn1 (stereo not drawn)	-5.1	829	.	.	-4	0	i	24	4.3	1.9	1.9	4.0%	-0.083	-0.31	0.083	0.15	-1.7%	-0.41	1591
O=C1CCC(=O)N1CCSC(=S)N1CCSCC1	-0.6	1347	-5	761	.	.	.	.	.	.	.	.	0.044	0.37	0.025	0.9	.	0.19	931
